GLP1R cytotox: cytotoxicity in counter-screen for GLP-1R inverse agonists. AID 624418. HEK293 cAMP-luciferase reporter cells, luminescence, 24 h. Potency, µM (series often up to 38.3 µM), for the others: at the highest dose activity change, negative = inhibition, usual class: inhibitors. hit rate 0.13% among 410,000;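 also: loss of luciferase light is scored as toxicity; potency is read from the fitted curve at half-maximal effect; % is scaled to controls: 0 for no effect and ±100 for the full control effect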
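Luminescence readout: signal drop marks cytotoxicity. Plated cells grew 12 h at 37 °C, 5% CO2, received 23 nL compound for 24 h, then got luciferase reagent, read after 12 min at RT.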
DRD3 antagonist: antagonists of human D3 dopamine receptor; P35462; D3R cells, DiscoveRx beta-arrestin luminescence, antagonist mode; stronger effect = lower value; max response, negative = inhibition, %; hit rate 2.5% among 360,000; in the data active = max response below about -50%; inconclusive = no clear call, values can overlap the other calls; also: % is scaled to controls: 0 for no effect and ±100 for the full control effect; mostly tested at two doses, the higher about 12 µM
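Cells plated overnight at 1500 cells/well, then exposed to library compounds with dopamine controls for 90 minutes at 37 degrees C. DiscoveRx reagent added for 30–60 minutes at room temperature; luminescence read, quantitative HTS format.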
IL2 activator: activators of IL-2. activation, % (series mostly up to about 46 µM). AID 652025. IL-2 activation reporter assay, cell-based qHTS; stimulated with anti-CD3/CD4/CD28 beads; in transgenic mouse T cells. hit rate 0.065% among 360,000; in the data active = activation above about 50%; inconclusive = mostly about 30% to 49%; also: 0% is about no effect
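Unstimulated transgenic mouse T cells; 60-min compound exposure; bead-based TCR/CD4/CD28 stimulation; 18 h culture, 37 degrees C; dual fluorescence (EGFP, DsRed) plate cytometry.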
WRN helicase inh: WRN helicase (human) inhibition. Q14191. WRN helicase unwinding, fluorescent forked duplex, kinetic. Potency, µM (series often up to 114 µM), without a hit: at the top dose activity change, negative = inhibition, hits mostly inhibitors. hit rate 0.46% among 360,000; also: potency is read from the fitted curve at half-maximal effect; % is scaled to controls: 0 for no effect and ±100 for the full control effect; nearly all actives have a fitted effect of over 55% in size
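WRN at 20 nM final was preincubated with compound for 15 min at room temperature; reaction started with 100 nM forked duplex oligonucleotide carrying fluorophore and quencher plus 2 mM ATP (final). Unwinding followed kinetically by red fluorescence (ex 525/em 598 nm).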
PLK1 PBD block: PLK1 (human) polo-box domain binding inhibition. Plk1 PBD binding of FITC phosphopeptide, fluorescence polarization. Potency, µM, for the others: max response, negative = inhibition, usual class: inhibitors. AID 720504. hit rate 2.8% among 360,000. P53350; also: potency is read from the fitted curve at half-maximal effect; series mostly up to about 57 µM; % is scaled to controls: 0 for no effect and ±100 for the full control effect; nearly all actives have a fitted effect of over 65% in size
Target sequence (P53350 whole entry, looked up, the tested form may be a part): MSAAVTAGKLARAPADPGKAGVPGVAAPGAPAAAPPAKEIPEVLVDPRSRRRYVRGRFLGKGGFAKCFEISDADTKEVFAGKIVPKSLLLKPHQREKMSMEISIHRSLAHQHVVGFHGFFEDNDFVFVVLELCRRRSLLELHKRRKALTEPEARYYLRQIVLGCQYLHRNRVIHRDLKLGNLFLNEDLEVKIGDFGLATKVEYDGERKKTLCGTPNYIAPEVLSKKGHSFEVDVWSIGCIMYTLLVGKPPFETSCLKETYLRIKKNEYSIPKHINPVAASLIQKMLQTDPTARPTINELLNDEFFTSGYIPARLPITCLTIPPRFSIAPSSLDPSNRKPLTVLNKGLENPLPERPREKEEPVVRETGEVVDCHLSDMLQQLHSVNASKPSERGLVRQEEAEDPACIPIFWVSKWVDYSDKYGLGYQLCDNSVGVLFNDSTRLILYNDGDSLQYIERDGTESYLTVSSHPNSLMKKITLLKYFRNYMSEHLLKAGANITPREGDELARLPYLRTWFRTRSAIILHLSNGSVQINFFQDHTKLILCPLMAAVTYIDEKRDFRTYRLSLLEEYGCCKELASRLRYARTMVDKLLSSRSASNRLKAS
GLP-1R inv ag: inverse agonists of human GLP-1 receptor | P43220 | HEK293 GLP-1R CRE-luciferase, luminescence, 24 h; GLP-1R form is constitutively active | Potency, µM (titrated, usually from 38.3 µM), for inactives: at the top dose activity change, negative = inhibition, usual class: inhibitors | hit rate 1.6% among 410,000 | AID 624417; also: potency is read from the fitted curve at half-maximal effect; % is scaled to controls: 0 for no effect and ±100 for the full control effect; nearly all actives have a fitted effect of over 55% in size
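GLP-1R inverse agonism mode: basal reporter luminescence in engineered HEK293 cells measured after one day of compound exposure at 37 deg C, with a 12 min room-temperature detection step.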
D3 ag: agonists of human D3 dopamine receptor; P35462; D3R DiscoveRx beta-arrestin cells, luminescence, 90 min; max activation, %; hit rate 0.58% among 410,000; AID 652048; in the data active = max activation above about 30%; also: 0% is about no effect; mostly tested at two doses, the higher about 12 µM
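Agonist-mode cell screen: cells plated at 1500/well and incubated overnight at 37 °C, then exposed to library compounds for 90 min at 37 °C. Detection reagent was added for 30–60 min at room temperature, and luminescence was read.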
GLP-1R agonist: GLP-1 receptor (human) agonism. HEK293 GLP-1R CRE-luciferase, luminescence, 4-6 h; cells express a hypersensitive GLP-1R form. Potency, µM (highest dose often 45.6 µM), for the others: at the highest dose activation, actives largely listed as activators. hit rate 0.007% among 380,000; also: potency is read from the fitted curve at half-maximal effect; % of control where 0% means no effect
PI5P4Ka inh: blocks human PI5P4K alpha kinase activity; P48426; PI5P4Kalpha enzyme, ADP-Glo luminescence, 60 min; stronger effect = lower value; max response, %; hit rate 1.2% among 330,000; AID 652105; active = max response of -50% or lower; inconclusive = between -30% and -50%; inactive = -30% or higher; also: value at the top dose of about 77 µM; % is scaled to controls: 0 for no effect and ±100 for the full control effect
Target sequence (P48426 whole entry, looked up): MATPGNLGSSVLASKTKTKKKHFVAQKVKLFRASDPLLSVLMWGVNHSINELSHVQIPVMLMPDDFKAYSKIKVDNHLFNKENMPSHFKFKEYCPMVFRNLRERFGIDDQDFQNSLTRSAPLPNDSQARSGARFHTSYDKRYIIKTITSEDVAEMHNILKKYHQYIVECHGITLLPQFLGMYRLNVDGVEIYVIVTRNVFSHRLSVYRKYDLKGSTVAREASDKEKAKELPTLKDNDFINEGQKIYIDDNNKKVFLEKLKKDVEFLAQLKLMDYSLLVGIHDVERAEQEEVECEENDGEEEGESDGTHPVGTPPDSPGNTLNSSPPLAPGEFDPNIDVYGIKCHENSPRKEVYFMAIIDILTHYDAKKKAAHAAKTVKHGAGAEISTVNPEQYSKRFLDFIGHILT
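Controls without substrate or without enzyme flank wells where PI5P4Kalpha converts substrate using 5 microM ATP (final). Incubation lasts 60 minutes at room temperature; ADP formed is read by ADP-Glo luminescence.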
Numbers without * were called inactive; ? = inconclusive; . = not tested or not shown; [ ] = another dose, or the depositor's remark. Unless noted, calls follow the shape of the dose curve; as a rule, active = well fitted curve in the direction sought with a large enough effect; inconclusive = small, poorly fitted or top-dose-only effect, or another doubt; inactive = no such curve, though single readings can be large; an effect the other way counts as inactive or inconclusive.

The line under a structure holds: GLP1R cytotox	DRD3 antagonist	IL2 activator	WRN helicase inh	PLK1 PBD block	GLP-1R inv ag	D3 ag	GLP-1R agonist	PI5P4Ka inh
- COc1cccc(C2/C(=C(\O)c3ccc4c(c3)OCCO4)C(=O)C(=O)N2CC2CCCO2)c1 (centres undefined)
    17%	16	-0.7	8%	0%	2%	3	-12%	6
- COc1ccc(S(=O)(=O)NCC(=O)N(CC(=O)NCC2CCCO2)Cc2ccc(F)cc2)cc1 (centres undefined)
    -17%	2	-0.8	11%[57.1 µM]	-12%	1%	-10	7%	-1
- Cc1nnc(N2C(=O)C(O)=C(C(=O)c3ccco3)C2c2ccc(F)cc2)s1 (centres undefined)
    19%	-13	-0.9	0%	-24%	14%	3	-4%	2
- CCCc1ccc(C(C)NC(=O)c2cnccn2)cc1 (centres undefined)
    4%	17	0.6	4%	-7%	-28%	5	-2%	-10
- O=C(COC(=O)c1nc(Cl)ccc1Cl)NNC(=O)c1ccccc1
    9%	-6	0.7	-2%	-4%	2%	3	-5%	-9
- Cc1cc2c(cc1C)N(CC(=O)N1CCCC1)C(=O)CC(c1ccccc1)=N2
    -15%	-75*	-1.0	1%[57.1 µM]	-10%	4%	-1	-2%	5
- CCc1ccc(OCCCC(=O)NCc2ccco2)cc1
    -5%	-7	1.1	8%	-11%	-15%	3	4%	-2
- COc1ccc(Oc2c(C=O)c3ccccc3n2C)cc1
    -16%	3	-0.2	-3%	-8%	10µM*	-7	-4%	2
- O=C(CCNC(=O)c1ccccc1)NCc1ccccc1F
    -4%	0	0.5	-1%	-4%	13%	0	7%	-3
- CCc1noc(C)c1C(=O)Nc1nc(-c2ccc(OC)cc2OC)cs1
    6%	14	-0.6	-3%	8%	1%	0	16%	-1
- COc1ccc(-c2ccc(CCC(=O)O)n2NC(=O)c2cccs2)cc1
    48%[activator]	-13	-4.4	-19%	-8%	5%	-6	2%	-13
- COc1ccc(S(=O)(=O)NCC(=O)N(CC(=O)NCc2ccco2)Cc2ccccc2)cc1
    -1%	-12	0.2	0%[57.1 µM]	-3%	?	0	11%	-3
- Cc1cccc2sc(N(CCCN(C)C)C(=O)c3ccc4ncsc4c3)nc12
    -23%	-7	-0.6	3%	-6%	?	-4	10%	10
- N#CCCn1[nH]c(-c2ccccc2)cc1=O
    11%	-16	0.9	9%	-5%	7%	-4	-4%	4
- CCc1nn(CC(=O)NCCCN2CCN(C)CC2)c(=O)c2cc3sc(C)cc3n12
    1%	0	0.9	9%	-8%	-14%	5	4%	-2
- COc1ccc(C)cc1NC(=O)CN(c1cc(C(F)(F)F)ccc1Cl)S(C)(=O)=O
    1%	.	.	.	.	-37%	-7	-7%	.
- O=C1NC(=O)C([N+](=O)[O-])=C(O)C1=O
    -2%	5	-0.3	10%	4%	14%	5	1%	-65*
- O=S(=O)(c1ccc(OC(F)(F)F)cc1)N1CCC(O)(c2cccc(C(F)(F)F)c2)CC1
    -21%	2	-0.2	-5%	27µM*	?	1	-1%	-1
- COc1ccc(Cl)cc1NC(=O)C[n+]1cccc(C)c1
    1%	42	-0.1	-3%	-12%	-5%	-8	4%	6
- O=C(Cc1ccccc1)NN1C(=O)C2C(C1=O)C1C=CC2C12CC2 (centres undefined)
    5%	5	0.0	-2%	-4%	20%	-3	-3%	0

Single entries from above:
GLP1R cytotox result of `COc1ccc(Cl)cc1NC(=O)C[n+]1cccc(C)c1` stands at 1%
DRD3 antagonist result of `O=C(COC(=O)c1nc(Cl)ccc1Cl)NNC(=O)c1ccccc1` stands at -6

(further entries)
The line under a structure holds: GLP1R cytotox	DRD3 antagonist	IL2 activator	WRN helicase inh	PLK1 PBD block	GLP-1R inv ag	D3 ag	GLP-1R agonist	PI5P4Ka inh
- O=C(Cc1ccccc1)Nc1c(C(=O)N2CCOCC2)cnn1-c1ccccc1
    -1%	-16	-2.6	3%	-3%	11%	-6	-1%	.
- Cc1ccc(NC(=S)NNC(=O)c2ccccc2O)c(C)c1
    -18%	21	-0.2	-10%	-22%	?	22	6%	3
- O=C(NNC(=O)C1CC1)c1cc(Cl)nc2ccccc12
    -5%	3	-0.9	-7%	-3%	6%	4	-2%	4
- COc1ccc(C(=O)NC(C(=O)NCc2ccccn2)C(C)C)cc1 (centres undefined)
    10%	0	2.1	-8%	-15%	5%	-11	0%	-2
- Nc1nc(SCC(=O)Nc2ccccc2)[nH]c(=O)c1NC(=O)c1cccs1
    -14%	-16	-1.2	4%	0%	4%	-3	2%	1
- CC(C)CN(C(=O)c1ccc(-n2cncn2)c([N+](=O)[O-])c1)C1CCS(=O)(=O)C1 (centres undefined)
    9%	-8	4.3	2%	1%	6%	1	-1%	-4
- CCOC(=O)c1c(NC(=O)CN2CCCc3ccccc32)sc(C(C)=O)c1C
    8%	15	0.2	-8%	-9%	5%	4	2%	-5
- CCCOc1ccc2oc(=O)c3c(c2c1)CCCN3C(=O)CN1CCCC(C(=O)OCC)C1 (centres undefined)
    15%	-22	-0.9	-40%[57.1 µM]	-15%	?	-6	-17%	3
- CN1N=C(N)c2cn(C3OC(COP(=O)(O)O)C(O)C3O)c3ncnc1c23 (centres undefined)
    7%	-4	-5.3	2%	6%	29%	2	-2%	?
- c1ccc2sc(SCc3ccc(-c4nnco4)cc3)nc2c1
    5%	0	0.8	0%	-2%	47%[activator]	2	13%	-1
- CC(C)(C)c1ccc(OCCCNC2CCCC2)cc1
    ?	?	-0.5	4%	-10%	10µM*	-20	8%	-4
- CCn1cc(C(=O)NCc2ccc(C)cc2)c(=O)c2cc(S(=O)(=O)N3CCC(C)CC3)ccc21
    -1%	.	.	.	.	4%	1	-1%	.
- O=C(COC(=O)c1ccccc1C(=O)c1ccc(Cl)c([N+](=O)[O-])c1)NC1CCCCCC1
    ?	?	-2.7	5%	0%	?	-47	-23%	.
- CCc1sc(C(=O)N2CCN(CC(=O)Nc3cccc(F)c3)CC2)cc1C
    -26%	8	0.1	-6%	-11%	?	-7	0%	6
- CN(C)CC/C=C1\c2cc(F)ccc2CSc2ccccc21
    ?	-52*	-1.0	11%	-7%	?	-43	2%	-1
- CCC(CC)C(=O)Nc1cccc(-c2nc3ccccc3o2)c1
    1%	10	-1.4	-3%[57.1 µM]	5%	-31%	10	19%	.
- N/C(=N\OC(=O)c1ccc(Br)o1)c1ccccn1
    12%	-7	-1.4	0%	-11%	?	3	-2%	-5
- C#CCOCCOCCOCCNc1nc(N2CCOCC2)nc(N2CCN(C(=O)[C@H](Cc3cc4ccccc4[nH]3)n3cc([C@@H](N)Cc4ccc(O)cc4)nn3)CC2)n1
    ?	-17	-0.8	-5%	27µM*	-4%	-43	-2%	-2
- O=C(Cn1cc(/C=N/NC(=O)c2cccc3ccccc23)c2ccccc21)Nc1ccc(F)cc1
    7%	-21	0.6	-8%	-15%	1.6µM*	2	-1%	7
- CCn1cc(C(=O)NCC(=O)NC(C)(C)CO)c(=O)c2cc3c(cc21)OCO3
    6%	-2	0.4	2%[57.1 µM]	2%	20%	11	9%	1
- CCN(CC)S(=O)(=O)c1cc(C(=O)OCC(=O)NC(=O)c2cccn2C)ccc1C
    -2%	9	-2.9	-9%	-4%	3%	2	-1%	-14
- CCN(CC)S(=O)(=O)c1ccc(/C=C/C(=O)Nc2ccc(N3CCOCC3)cc2)cc1
    -18%	-9	-0.4	-1%	-13%	-20%	-5	0%	-6
- Cc1ccccc1Cn1ccc(NC(=O)c2cnn3cccnc23)n1
    10%	-2	-1.2	-7%	-4%	41%[activator]	-6	1%	.
- CCOC(=O)C1=C(N)OC2=C(C(=O)CC(C)(C)C2)C1c1ccco1 (centres undefined)
    -3%	-27	-2.3	-2%	-11%	-2%	-5	0%	0
- CCCN1C2CCCC1CC(NC(=O)c1cc(OC)cc(OC)c1)C2 (centres undefined)
    2%	1	0.3	3%	1%	-5%	1	-4%	6
- COC(=O)c1c(C)oc2ccc(OC(=O)N3CCOCC3)cc12
    -9%	18	3.0	1%	2%	1%	0	6%	0
- CCCC(=O)N(Cc1cc(=O)[nH]c2ccccc12)c1ccc(C)cc1C
    -22%	4	0.1	-5%	-7%	?	-4	6%	-3
- O=C(NCc1ccc(F)cc1)c1ccc(CS(=O)Cc2ccccc2Cl)o1 (centres undefined)
    0%	1	-2.7	-9%[57.1 µM]	-9%	?	-1	2%	10
- CCOCc1cc(C2NC(=O)NC(C)=C2C(=O)OCC)ccc1OC (centres undefined)
    -3%	12	0.3	3%	-1%	-19%	2	15%	-6
- CCOc1ccc(C(=O)NCC2CCCO2)cc1OCC (centres undefined)
    2%	-8	2.0	3%	-6%	23%	0	3%	2
- O=C(OCC(=O)N1CCc2ccccc2C1)c1cccs1
    -1%	-4	0.8	4%	-7%	5%	-2	2%	7
- N/C(Cn1cncn1)=N\NC(=O)C(=O)Nc1cccc(C(F)(F)F)c1
    -2%	-4	-3.0	0%	-6%	12%	8	8%	-4
- CCc1ccc2c(c1)C(c1ccc([N+](=O)[O-])cc1)=NNC(c1ccc(C)cc1)=N2
    -14%	21	0.3	4%	0%	-13%	-3	-6%	10
- O=C(c1cncc(Br)c1)N1CCN(c2ccc([N+](=O)[O-])cc2)CC1
    -11%	-19	-3.0	3%	?	7%	2	-4%	-10
- Cc1nc(-c2ccncc2)nc(NCCNc2ncccc2C(F)(F)F)c1Cl
    -5%	14	-0.4	-2%	-3%	-5%	5	31%	6
- O=C(NC1CC1)C1=C[C@@H](C2CC2)C[C@@H](OCCCCO)O1
    -12%	-3	-0.1	-1%	-20%	2%	6	4%	1
- O=C(COC(=O)c1ccc(S(=O)(=O)N2CCOCC2)cc1)Nc1ccccc1F
    -12%	-29	0.1	-7%	0%	13%	-2	-6%	0
- CCN(CC)S(=O)(=O)c1ccc(C(=O)OCC(=O)N2CCN(C(=O)c3ccco3)CC2)cc1
    -8%	1	-0.1	2%	-8%	5%	-1	-8%	3
- O=C(NCC1CCCO1)c1coc2nc3ccccc3nc12 (centres undefined)
    187%[activator]	-6	0.5	-7%	-9%	?	-1	-2%	2
